# Screens (PubChem BioAssay)
# PolyA inhibitor: yeast polyadenylation inhibition. S. cerevisiae SKY197-pL101 polyadenylation reporter, beta-gal luminescence; efflux-impaired pdr1/pdr3 knockout yeast; score 100 = 6 SD above DMSO. calls only at 12 µM. actives 0.02% (n = 300,000). AID 1875;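 active means lowest replicate activity score at least 50, where 100 means six control SD above control mean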;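 further: yeast exposed to compound for 9 h at 30 °C; higher score means more reporter readthrough which indicates perturbed polyadenylation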
# MrgX1 PAM: allosterically activates human MrgX1 receptor signaling; Q96LB2; MrgX1-HEK293, Fluo-4 calcium flux, FDSS; active compounds read high; B-score at 10 µM; actives 0.63% (n = 310,000); AID 588675;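 active means plate-corrected calcium response at least 3 library SD above typical, normal starting fluorescence, not activating the receptor alone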;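 further: compound read alongside a low EC10 to EC30 dose of BAM8-22 agonist; peak minus trough fluorescence over baseline measured at the second addition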
# TRPC4 block: blocks the mouse TRPC4 cation channel; B-score at 10 µM; actives 0.39% (n = 300,000); Q9QUQ5; HEK293 TRPC4beta/mu-opioid, DAMGO-evoked Fluo4 calcium flux; active compounds read low;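 active means B-score over 3 SD under the library average, no early fluorescence shift, positive overall ratio signal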
#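 Assay system: HEK293 cells with stable TRPC4beta plus mu-opioid receptor expression. Dosing: single dose. Measured by: Fluo4 Ca2+ flux fluorescence. Also added: DAMGO in two steps, submaximal then maximal. Read-out: B score from integrated Fluo4 fluorescence ratio.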
# HIF act: HIF pathway transcriptional activation; AID 1910; U2OS HRE-luciferase reporter, luminescence; normalized: DMSO 0%, desferrioxamine 100%; actives 0.32% (n = 300,000); activation, % at 7.5 µM (by protocol);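 active means mean activation of at least 10% of the iron chelator positive control signal, with at least half of replicates also reaching 10%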
# MrgX1 ag: activates human MrgX1 receptor signaling | MrgX1-HEK293 cells, Fluo-4 calcium fluorescence, agonist mode; active compounds read high | Q96LB2 | B-score at 10 µM | actives 0.44% (n = 310,000) | AID 588627;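 active means calcium response B-score plate-corrected fluorescence ratio at least 3 library SD, with starting fluorescence B-score inside 5 SD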
#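 Material: MrgX1-expressing HEK293 cells; input: 15,000 cells per well; doses: test compound given as first of three sequential additions; schedule: overnight plating before 1 h dye loading; technique: Fluo-4 NW calcium-flux fluorescence, kinetic read; evaluation: baseline-normalised fluorescence change ratio, B-scored; control set: plate-wise positive and negative controls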
# AI-2 QS mod: modulates the Vibrio harveyi AI-2 quorum sensing system | AID 2094 | actives 0.4% (n = 300,000) | activity change, % at 7.5 µM | Vibrio harveyi JMH597 AI-2 luminescence/OD600 ratio, 9 h; active compounds read low; strain lacks LuxN and CqsS sensors; 0 = neutral-control median; in the data active means activity change below about -75%, passing the limit was not always enough;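 further: luminescence divided by OD600 gain over 9 h not by final OD600 alone; inactives centre near 13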
# TRPC4 agonist: opens the mouse TRPC4 cation channel | HEK293 TRPC4beta/mu-opioid, Fluo4 calcium fluorescence; active compounds read high | B-score at 10 µM | actives 0.49% (n = 310,000) | AID 2237;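 active means B-score above 5 SD of library B-scores, and initial fluorescence ratio not above library mean plus 5 SD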;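 further: positive B-score marks a calcium rise read as TRPC4 activation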
#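 Test system: HEK293 cells stably co-expressing mouse TRPC4beta and mu-opioid receptor | Schedule: Fluo4 dye loading 45 min at room temperature, 110 s recording | Measured by: Kinetic Fluo4 calcium fluorescence, 5 s baseline at 1 Hz | Evaluation: B score of integrated ratio | Controls: Buffer (low) and maximal DAMGO (high)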
# TRPC6 inh: inhibitors of mouse TRPC6 channel; actives 1.1% (n = 310,000); AID 2553; HEK293-TRPC6, membrane potential dye, ACh-evoked depolarization; active compounds read low; B-score at 10 µM; Q61143;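 active means B-score under library mean minus 3 SD, initial fluorescence not abnormally high, positive integrated signal ratio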;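 further: B-score derived from integrated fluorescence ratio over the kinetic read; more negative B-score means stronger inhibition of depolarization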
# Target sequence (Q61143 whole entry, looked up): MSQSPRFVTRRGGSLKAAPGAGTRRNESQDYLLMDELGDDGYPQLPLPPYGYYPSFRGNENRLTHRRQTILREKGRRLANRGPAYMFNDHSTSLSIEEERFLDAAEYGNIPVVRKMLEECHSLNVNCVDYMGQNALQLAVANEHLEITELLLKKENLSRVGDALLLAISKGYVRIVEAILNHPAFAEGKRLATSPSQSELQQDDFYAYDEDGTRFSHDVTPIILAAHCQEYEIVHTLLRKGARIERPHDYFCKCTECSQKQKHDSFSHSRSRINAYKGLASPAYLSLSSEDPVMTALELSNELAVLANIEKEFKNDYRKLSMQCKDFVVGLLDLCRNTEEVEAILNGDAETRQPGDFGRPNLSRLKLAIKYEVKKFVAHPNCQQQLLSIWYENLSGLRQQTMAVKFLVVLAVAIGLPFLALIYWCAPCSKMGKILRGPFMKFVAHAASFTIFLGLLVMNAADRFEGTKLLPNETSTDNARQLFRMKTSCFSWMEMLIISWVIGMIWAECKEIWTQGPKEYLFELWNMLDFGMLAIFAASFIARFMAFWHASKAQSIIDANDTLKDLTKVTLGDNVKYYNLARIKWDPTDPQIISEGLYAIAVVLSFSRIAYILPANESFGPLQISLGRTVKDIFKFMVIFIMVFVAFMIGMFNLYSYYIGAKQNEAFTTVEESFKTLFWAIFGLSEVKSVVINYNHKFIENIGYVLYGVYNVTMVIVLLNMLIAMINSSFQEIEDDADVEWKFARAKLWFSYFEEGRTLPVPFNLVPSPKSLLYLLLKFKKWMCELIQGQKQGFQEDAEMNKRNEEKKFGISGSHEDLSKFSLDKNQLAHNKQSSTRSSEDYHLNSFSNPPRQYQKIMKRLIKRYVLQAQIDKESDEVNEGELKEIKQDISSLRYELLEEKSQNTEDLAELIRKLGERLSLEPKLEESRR
# TRPC4 PAM: allosteric potentiators of mouse TRPC4 channel; AID 2227; Q9QUQ5; B-score at 10 µM; actives 0.42% (n = 310,000); HEK293 TRPC4beta/mu-opioid, DAMGO EC20, Fluo-4 Ca2+ flux; active compounds read high;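 active means B-score of calcium response area above 5 SD of library B-scores, with initial fluorescence ratio within 5 SD of library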;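 further: B-score of integrated fluorescence ratio over time as area under calcium response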
# MrgX1 antag: blocks BAM8-22 activation of human MrgX1 receptor. actives 1.3% (n = 310,000). B-score at 10 µM. AID 588676. MRGX1-HEK293 calcium flux, Fluo-4, BAM8-22 antagonism; active compounds read low. Q96LB2;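 active means calcium-response B-score plate-corrected more than 3 library SD below zero, starting fluorescence within 5 deviations, no agonist response on first addition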;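 further: peak minus trough fluorescence over baseline after final BAM8-22 challenge near maximal dose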
# TRPC6 activator: activates the mouse TRPC6 cation channel | Q61143 | HEK293-TRPC6 membrane potential dye fluorescence; active compounds read high | B-score at 10 µM | actives 0.13% (n = 310,000);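 active means B-score of the integrated fluorescence ratio above library mean plus 3 SD, and starting fluorescence ratio within library mean plus 5 SD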;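 further: higher score means more depolarization so channel activation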
# An asterisk follows results filed as active; i = inactive; · = not tested or not shown. This is a subset; count on the stated rates, not on these rows.
# The first 2 entries (preview)
SMILES,PolyA inhibitor,MrgX1 PAM,TRPC4 block,HIF act,MrgX1 ag,AI-2 QS mod,TRPC4 agonist,TRPC6 inh,TRPC4 PAM,MrgX1 antag,TRPC6 activator
Cc1ccc(-n2c(SCC(=O)Nc3cccc(S(=O)(=O)NC4=NCCCCC4)c3)nc3ccccc3c2=O)cc1,i,i,i,-0.1,i,6.3,72*,i,i,i,i
O=C1c2ccccc2C(=O)N1Cc1ccccc1F,i,i,i,-0.9,i,13.6,i,i,i,i,i

# This part in full (from the top)
SMILES,PolyA inhibitor,MrgX1 PAM,TRPC4 block,HIF act,MrgX1 ag,AI-2 QS mod,TRPC4 agonist,TRPC6 inh,TRPC4 PAM,MrgX1 antag,TRPC6 activator
Cc1ccc(-n2c(SCC(=O)Nc3cccc(S(=O)(=O)NC4=NCCCCC4)c3)nc3ccccc3c2=O)cc1,i,i,i,-0.1,i,6.3,72*,i,i,i,i
O=C1c2ccccc2C(=O)N1Cc1ccccc1F,i,i,i,-0.9,i,13.6,i,i,i,i,i
O=C(c1ccco1)N1CCN(S(=O)(=O)c2ccc3[nH]c(=O)oc3c2)CC1,i,i,i,-0.1,i,28.7,i,i,i,i,i
COc1ccc(-c2cc3c(=O)n(CC(=O)Nc4ccc(Cl)cc4)nc(C)n3n2)cc1,i,i,i,1.1,i,26.7,i,i,i,i,i
Cc1ccc(C)c(C(=O)CSc2nc(N)cc(=O)[nH]2)c1,i,i,i,-1.1,i,14.8,i,i,i,i,i
Cc1ccc(C(=O)NNC(=O)c2cccc(S(=O)(=O)N3CCN(c4ccccc4)CC3)c2)cc1,i,i,i,-0.1,i,-34.1,i,i,i,i,i
CCCCC(Sc1nc(N)c(NC(=O)c2ccc(OCC)cc2)c(=O)[nH]1)C(=O)O (stereo not drawn),i,i,i,-0.3,i,34.3,i,i,i,i,i
COCCCNC(=S)NNC(=O)C(O)(c1ccccc1)c1ccccc1,i,i,i,-0.2,i,7.2,i,i,i,i,i
Cn1cccc1Cc1nnc(SCC(=O)Nc2ccc(Cl)cc2)n1-c1ccc(F)cc1,i,i,i,-0.2,i,15.5,i,i,i,i,i
COc1cc(NC(=O)C2CC2C)c(C(=O)O)cc1OC (stereo not drawn),i,i,i,-0.6,i,22.8,i,i,i,i,i
COc1ccc(NCN2C(=O)CCC2=O)cc1,i,i,i,-39.4,i,-10.7,i,i,i,i,i
O=C(CCc1ccccc1)Nc1ccccc1C(=O)NCc1ccco1,i,i,i,-0.2,i,3.7,i,i,i,i,i
CC1(C)CC(=O)C2=C(C1)OC(N)=C(C#N)C2c1ccc[nH]1 (stereo not drawn),i,i,i,0.1,i,19.2,i,i,i,i,i
COc1ccc(Cc2nc(-c3ccccn3)no2)cc1OC,i,8.9*,i,0.0,i,-28.0,i,i,i,i,i
CCCCSc1nc(C)cc(NC(=S)Nc2ccc(OC)cc2)n1,i,i,i,-0.5,i,8.9,i,i,i,i,i
CC(O)[C@H]1CN=C(N)N1CC(C)(C)C (stereo partly drawn),i,i,i,-0.5,i,3.1,i,i,i,i,i
CCCCCC1CC(/C(C)=N/NC(N)=O)OC1=O (stereo not drawn),i,i,i,-0.2,i,22.2,i,i,i,i,i
Cc1cc(C)n2cc(CSc3nnnn3-c3ccccc3C)nc2n1,i,i,i,-0.5,i,20.6,i,i,i,i,i
CC(C)(C)NCC(O)c1cc(O)cc(O)c1 (stereo not drawn),i,i,i,-0.1,i,13.7,i,i,i,i,i
O=C(Oc1cc(-c2ccccc2)no1)c1ccc(Cl)cc1,i,i,i,0.2,i,1.2,i,i,i,i,i
CC(C)(C)Oc1ccccc1Nc1nc(NCCO)nc(N2CCCC2)n1,i,i,i,-1.7,i,10.2,i,i,i,i,i
C=CCc1ccc(OCCOc2cccc3cccnc23)c(OC)c1,i,i,i,-0.2,i,6.0,i,i,i,i,i
Cc1cnc(NC(=O)c2c(O)c3cccc4c3n(c2=O)CCC4)s1,i,·,i,0.2,·,-4.6,i,i,i,·,i
COc1ccccc1OCC(=O)NN1Cc2ccccc2C1=N,i,i,i,1.0,i,12.2,i,i,i,i,i
Cc1ccc([N+](=O)[O-])cc1S(=O)(=O)Nc1ccc(C(=O)NCc2ccccn2)cc1,i,i,i,-13.3,i,30.1,i,i,i,i,i
O=C1N(C2CCCC2)C[C@@H]2C[C@@H](c3cccn3-c3nccs3)N3CCC[C@@]123,i,i,i,0.1,i,18.6,i,i,i,i,i
COCCNC(=O)/C(C#N)=C/c1ccc(-c2ccc(OC)cc2[N+](=O)[O-])o1,i,i,i,0.2,i,25.9,i,i,i,i,i
Fc1ccc(Br)cc1C1C=C(c2ccc(Br)cc2)Nc2ncnn21 (stereo not drawn),i,i,·,1.0,i,-2.2,i,i,i,i,i
CCOc1ccccc1NC(=O)CSc1ncnc2c1oc1ccccc12,i,i,i,69.0*,i,28.0,i,i,i,i,i
O=C(O)C(Cc1ccccc1)N1C(=O)c2c(Cl)c(Cl)c(Cl)c(Cl)c2C1=O (stereo not drawn),i,i,i,-0.3,i,-0.5,i,i,i,i,i
COc1ccc(C(=O)NC2(C(F)(F)F)NC(=O)N(CCCc3ccccc3)C2=O)c(OC)c1OC (stereo not drawn),i,i,i,-0.4,i,27.5,i,i,i,i,i
COc1cc(C(O)c2nc3ccccc3n2C)cc(OC)c1OC (stereo not drawn),i,i,i,-0.1,i,9.7,i,i,i,i,i
COc1ccc(OCc2ccc(C(=O)NN)cc2)cc1,i,i,i,0.0,i,11.9,i,i,i,i,i
Cc1ccc(-c2ccc(C(=O)NCc3ccc(Cl)cc3)o2)c2ccccc12,i,i,i,-2.4,i,18.4,i,i,i,i,i
Cc1ccc(SCc2nc3ncccn3c2Br)cc1,i,i,i,0.8,i,34.7,i,i,i,i,i
COc1cc(OC)c(-c2nnc3n(CCc4ccccc4)c(=O)c4ccccc4n23)cc1OC,i,i,i,0.0,i,13.8,i,i,i,i,i
O=C(c1ccc2nc(Cc3cccc(Cl)c3)oc2c1)N1CCOCC1,i,i,i,2.2,i,43.2,i,i,i,i,i
COc1cccc2cc(CC(=O)c3ccc(C)c(C)c3)c(=O)oc12,i,i,i,1.6,i,27.0,i,i,i,i,i
CC(C)(C(N)=O)N1CCN(c2ncc(C(F)(F)F)cc2Cl)CC1,i,i,i,0.1,i,-2.2,61*,i,i,i,i
Clc1cccc(N2CCN(Cc3nc(-c4ccccc4)no3)CC2)c1,i,i,i,0.0,i,18.5,i,i,i,i,i
CC(=O)c1cccc(NC(=O)Nc2nc(C)cc(C)n2)c1,i,i,i,0.9,i,11.5,i,i,i,i,i
Cc1cc(C)n(S(=O)(=O)c2cccc([N+](=O)[O-])c2)n1,i,i,i,-0.6,i,17.0,i,i,i,i,i
O=C(O)c1ccc(-c2ccc(-c3ccccc3)cc2)s1,i,i,i,-4.5,i,51.1,i,i,i,i,i
CCOC(=O)C1(O)CC(C)=NN1C(=O)c1cccc(Br)c1 (stereo not drawn),i,i,i,0.5,i,15.5,i,i,i,i,i
COc1ccc(NC(=O)CSc2nnc(NC(=O)C3CCC3)s2)c(OC)c1,i,i,i,-0.1,i,10.3,i,i,i,i,i
Cc1cccn2c(=O)nc(SCC(=O)N3CCCC3)nc12,i,i,i,-0.3,i,34.2,i,i,i,i,i
Cc1cc(Br)ccc1OCCN1CCCC1,i,i,i,0.3,i,27.1,i,i,15*,i,i
COc1cc(/C=N/n2cnc3c(sc4nc(C)cc(C)c43)c2=O)ccc1O,i,i,i,0.7,i,3.4,i,i,i,i,i
Cc1cc(C(=O)OCC(=O)Nc2ncc(C(F)(F)F)cc2Cl)c(C)o1,i,i,i,0.2,i,10.2,i,i,i,i,i
CCn1ccnc1[C@@H]1C[C@H]2CN(Cc3cccc(Cl)c3)C(=O)[C@]23CCCN13,i,i,i,-0.1,i,-5.0,i,i,i,i,i
COC(=O)c1c(NC(=O)CCC(=O)O)sc(Cc2ccccc2)c1C,i,i,i,-0.6,i,8.3,i,i,i,i,i
COc1ccc(NC(=O)Cn2nnc(C(=O)Nc3ccc(F)c(Cl)c3)c2N)cc1,i,i,i,-0.6,i,20.1,i,i,i,i,i
Cc1nc2c(-c3ccccc3)c(C)nn2c(C)c1CCC(=O)NC(C)CCc1ccco1 (stereo not drawn),i,i,i,-0.2,i,1.7,i,i,i,i,i
O=C(N/N=C/c1ccco1)c1cc(-c2ccccc2)nc2ccccc12,i,i,i,3.3,i,24.3,i,i,i,i,i
CCCCc1cc(=O)oc2cc(C)cc(OCC(=O)NCc3ccncc3)c12,i,7.22*,i,-0.6,i,33.5,i,-7.43*,i,i,i
COc1ccccc1C(=O)NC(=O)COC(=O)c1ccc([N+](=O)[O-])cc1,i,i,i,-0.2,i,50.6,i,i,i,i,i
O=C1CCc2cc(S(=O)(=O)N3CCN(C(=O)c4ccco4)CC3)ccc2N1,i,i,i,-0.5,i,36.3,i,i,i,i,i
O=C(COc1cc(O)c2c(=O)cc(-c3ccccc3)oc2c1)c1ccc(F)cc1,i,i,i,·,i,9.1,i,i,i,i,i
Cc1c(C(=O)Nc2ccc(Cl)cc2)c2ccccn2c1C(=O)c1ccccc1,i,i,i,0.4,i,8.2,i,i,i,i,i
Cc1ccc2ncnc(Oc3ncccc3[N+](=O)[O-])c2c1,i,i,i,0.2,i,7.9,i,i,i,i,i

# The results go on.
SMILES,PolyA inhibitor,MrgX1 PAM,TRPC4 block,HIF act,MrgX1 ag,AI-2 QS mod,TRPC4 agonist,TRPC6 inh,TRPC4 PAM,MrgX1 antag,TRPC6 activator
CC1CCN(S(=O)C23CC4CC(CC(C4)C2)C3)CC1 (stereo not drawn),i,i,i,-0.1,i,23.6,i,i,i,i,i
COc1ccc(C2=NN(CN3C(=O)C(=O)c4ccccc43)C(c3ccc(OC)cc3)C2)cc1 (stereo not drawn),i,i,i,1.8,i,17.2,i,i,i,i,i
O=C1N=c2ccccc2=C1c1c(O)[nH]c2c(C(F)(F)F)cccc12,i,i,i,0.8,i,9.2,i,i,i,i,i
CCNC(=S)NNC(=O)c1csc(C)c1,i,i,i,0.5,i,-1.1,i,i,i,i,i
Cc1ccc(-n2cc(CN3CCNC(=O)CC3)c(-c3cccc(C)c3)n2)cc1,i,i,i,0.5,i,2.5,i,i,i,i,i
